Screens deposited in PubChem BioAssay by The Scripps Research Institute Molecular Screening Center.
CHO-K1 Ca ag: M1 agonist counterscreen hit in parental CHO-K1 cells; AID 602248; activation, % at 3 µM; 360,000 tested, 0.48% active; Fluo-8 calcium fluorescence; scaled to maximal ATP response, vehicle zero; in the data active means activation above about 15%;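 further: untransfected CHO-K1 host cells lacking M1 receptor as counterscreen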
OXTR potentiate: potentiators of human oxytocin receptor; activation, % at 3 µM; P30559; 320,000 tested, 0.061% active; CHO-OTR cells, Fluo-8 calcium fluorescence, potentiator mode; 0% = oxytocin EC15, 100% = EC100; AID 2445;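 active means activation above that plate's cutoff, the mean activation of tested compounds plus 3 SD, cut at about 6.6% in these data, passing the limit was not always enough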;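 further: 100% uses oxytocin at 75 nM as the full agonist control; some results filed as inactive read as strong as hits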
Target sequence (P30559 whole entry, looked up): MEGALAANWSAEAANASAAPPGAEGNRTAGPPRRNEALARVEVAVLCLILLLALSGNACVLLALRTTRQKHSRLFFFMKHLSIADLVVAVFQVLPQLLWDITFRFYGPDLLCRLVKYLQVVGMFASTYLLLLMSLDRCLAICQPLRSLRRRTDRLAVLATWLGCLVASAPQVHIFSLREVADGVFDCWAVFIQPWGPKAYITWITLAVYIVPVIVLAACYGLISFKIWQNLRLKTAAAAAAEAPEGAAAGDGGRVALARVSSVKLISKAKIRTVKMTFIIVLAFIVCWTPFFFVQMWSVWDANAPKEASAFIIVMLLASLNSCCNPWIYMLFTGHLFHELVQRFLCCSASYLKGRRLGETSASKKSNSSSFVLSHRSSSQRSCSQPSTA
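System: human OTR in CHO cells / Also added: sub-maximal oxytocin, roughly EC15 / Control set: EC15 oxytocin low, 75 nM oxytocin high / Schedule: 6 min compound pre-incubation at room temperature, 100 s kinetic read / Compound: single-point 3.0 µM / Replication: singlicate / Technique: Fluo-8 calcium dye fluorescence / Read-out basis: % activation of max/min ratio relative to oxytocin controls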
CHRM1 agonist: activates human CHRM1 receptor. P11229. CHO-K1 hM1, Fluo-8 calcium fluorescence, agonist mode; 0% DMSO, 100% acetylcholine EC100. activation, % at 3 µM. 360,000 tested, 0.33% active. AID 588814;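 active means activation above the run's mean compound activation plus 3 SD, cut at about 16% in these data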;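 further: peak over basal fluorescence ratio within a 140 s kinetic read after compound addition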
CHO-K1 Ca antag: M1 antagonist counterscreen hit in parental CHO-K1 cells. ATP-induced calcium, Fluo-8 fluorescence. inhibition, % at 3 µM. 360,000 tested, 0.6% active. AID 602250;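 active means inhibition above a per-plate cutoff, the plate's mean sample inhibition plus 3 SD, cut at about 24% in these data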;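 further: 0% = DMSO plus EC80 ATP and 100% = DMSO alone without ATP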
M1 PAM parental: M1 PAM counterscreen hit in parental CHO-K1 cells; ATP EC20, Fluo-8 calcium fluorescence; 0% at ATP EC20, 100% at ATP max; activation, % at 3 µM; 360,000 tested, 0.02% active;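 active means activation above the run cutoff, the mean activation of all test compounds plus 3 SD, cut at about 40% in these data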;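 further: peak over basal fluorescence ratio in a 140 s read after ATP addition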
TAAR1 ag: human TAAR1 agonism. CHO RD-HGA16 TAAR1, Fluo-8 calcium fluorescence; vehicle wells 0%, saturating PEA agonist 100%. Q96RJ0. 360,000 tested, 0.99% active. activation, % at 3 µM. AID 624467;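 active means activation above the mean activation of all test compounds in the run plus 3 SD, cut at about 38% in these data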
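test system = CHO RD-HGA16 cells carrying human TAAR1 plus Gα16 | schedule = 17-24 h seeding, 75 min 37 °C dye, 30 min RT | compound dosing = 3 µM single concentration | control set = DMSO and PEA EC100 | replicates = n 1 | signal = Fluo-8 fluorescence, 5 s baseline then 140 s kinetic read | measure = percent activation vs PEA EC100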
CHO parental Ca: counter-screen for OX1R antagonists: effect in parental CHO cells; 330,000 tested, 0.63% active; inhibition, % at 5.6 µM; parental CHO-K1, ATP-induced calcium, Fluo-8 fluorescence; AID 463079;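 active means inhibition above that plate's mean sample inhibition plus 3 SD, cut at about 26% in these data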;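 further: 0% = ATP-challenged DMSO wells and 100% = DMSO wells without ATP; some compounds past the cut are filed as inactive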
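Material: parental CHO cells / Compound: single nominal dose of 5.6 µM per compound / Signal: Fluo-8 fluorescence / Replicates: singlicate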
TAAR1 antagonist: antagonists of human TAAR1 | Q96RJ0 | 360,000 tested, 1.5% active | CHO RD-HGA16 TAAR1, Fluo-8 calcium fluorescence, antagonist | inhibition, % at 3 µM;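 active means inhibition above a per-plate cutoff, the mean inhibition of test compounds on that plate plus 3 SD, cut at about 49% in these data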;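 further: 0% = DMSO plus EC80 beta-PEA response and 100% = DMSO alone without agonist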
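Test system – hTAAR1-expressing CHO RD-HGA16 cells, Gα16-coupled · Also added – β-PEA at EC80 concentration, post-compound challenge · Compound – 3 µM, single point · Incubation – dye loading 75 min at 37 °C, then 30 min room temperature · Measured by – Fluo-8 intracellular calcium dye fluorescence, real-time kinetic reads · Benchmarks – vehicle and agonist controls · Replicates – singlicate, one well per test compound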
V1aR counter: activates human V1a receptor in oxytocin agonist counter-screen. 320,000 tested, 0.25% active. activation, % at 3 µM. CHO-V1R cells, Fluo-8 calcium fluorescence, agonist mode; 0% DMSO, 100% 3 nM vasopressin. P37288;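 active means activation above the mean activation of all tested compounds plus 3 SD, per screening run, cut at about 20% in these data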;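 further: signal is peak over basal fluorescence ratio across a 100 second FLIPR read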
Target sequence (P37288 whole entry, looked up): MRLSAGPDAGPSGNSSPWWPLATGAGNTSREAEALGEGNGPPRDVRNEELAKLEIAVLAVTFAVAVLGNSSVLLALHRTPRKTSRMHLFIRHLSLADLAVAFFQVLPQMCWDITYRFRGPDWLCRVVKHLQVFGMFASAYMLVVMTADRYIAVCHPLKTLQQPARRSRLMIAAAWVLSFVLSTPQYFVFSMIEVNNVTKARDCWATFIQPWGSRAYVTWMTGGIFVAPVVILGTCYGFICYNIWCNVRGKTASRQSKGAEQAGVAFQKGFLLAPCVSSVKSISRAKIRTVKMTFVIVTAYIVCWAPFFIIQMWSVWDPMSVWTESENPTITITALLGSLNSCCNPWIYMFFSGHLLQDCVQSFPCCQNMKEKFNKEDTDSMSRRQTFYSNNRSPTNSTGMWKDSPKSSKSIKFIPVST
An asterisk follows results filed as active; x = not tested or not shown.

SMILES	CHO-K1 Ca ag	OXTR potentiate	CHRM1 agonist	CHO-K1 Ca antag	M1 PAM parental	TAAR1 ag	CHO parental Ca	TAAR1 antagonist	V1aR counter
COCCN(C(=O)COC(=O)c1ccc(C)s1)c1c(N)n(Cc2ccccc2)c(=O)[nH]c1=O	1.2	-3	-2	1	3	8	-23	-20	0.4
C#CCOCCOCCOCCNc1nc(N2CCN(C(=O)Cn3cc(CCCCN)nn3)CC2)nc(N2CCN(C(=O)[C@H]([C@@H](C)CC)n3cc(CCCN=C(N)N)nn3)CC2)n1	0.6	-8	-9	-8	15	-1	-10	19	-0.4
COc1ccc(C(C)=O)cc1COC(=O)CCNS(=O)(=O)c1ccc(C(C)=O)cc1	0.8	-5	-2	-2	-3	2	-11	1	1.7
Cc1nc2c(c(=O)n1CCC(C)C)c1nc3ccccc3nc1n2CC1CCCO1 (stereo unspecified)	4.7	-1	-2	18	-23	1	-15	-10	1.2
O=C(c1cnc(Cl)c(Cl)c1)N1CCC(Cc2ccccc2)CC1	-0.3	-1	-2	0	18	-2	-15	-4	-1.2
CNC(=O)c1cc(C(=O)c2ccccc2Br)c[nH]1	3.2	0	1	-12	0	1	-6	6	3.2
O=C(Cc1ccccc1)Nc1ccc(N2CCOCC2)cc1	0.1	-9	-4	-7	13	4	5	8	0.4
CCN(CC)CCNc1nc(-c2cccs2)c(CC(=O)O)s1	-0.5	-1	-4	11	-15	8	-6	-29	0.8
Cc1cc(S(N)(=O)=O)c(N)c(S(N)(=O)=O)c1	4.1	-7	-4	-7	-6	4	-2	-4	1.0
CC1=Nn2c(nc(-c3ccccc3)c2-c2ccccc2)N(CC(N)=O)C(=O)C1	0.7	-12	-3	-5	11	8	-1	-4	0.1
CCN(CC)CCN1C(=O)C2C3c4ccccc4C(c4ccccc43)C2C1=O (stereo unspecified)	0.6	-4	-6	-15	21	12	-18	7	3.0
Cc1ccc(C(=O)N2CC(C)OC(C)C2)c(Cl)c1 (stereo unspecified)	-0.1	-9	0	14	4	2	0	2	0.2
Cc1ccc(-c2csc(Cc3nc(-c4cc5ccccc5oc4=O)cs3)n2)cc1	1.0	-9	-4	-19	11	-3	-15	0	-0.9
Cc1cccc(NC(=O)CCc2ccccc2)c1C	-0.6	-2	-2	8	-17	2	1	-21	0.3
COc1ccc(CCNC(=O)C/C(C)=N/NC(=O)C23CC4CC(CC(C4)C2)C3)cc1OC	0.5	-9	-4	-11	12	-3	-10	-5	-1.3
COc1ccc(/C=N/NC(=O)CNC(=O)c2ccncc2)cc1	0.3	-2	-4	3	5	-3	-7	1	0.8
Cc1nc2nc[nH]n2c(=O)c1NS(=O)(=O)c1ccc(F)cc1	0.2	-9	-6	-2	14	6	1	9	0.7
O=c1ccc(Cl)nn1-c1ccccc1	1.0	-6	1	-1	7	1	-4	-7	0.0
Cc1cccc(C)c1-n1nnnc1C(c1ccnc2ccccc12)N1CCOCC1 (stereo unspecified)	-0.5	x	x	4	-8	2	x	-6	x
C=CCCN([C@@H](C)C(=O)OC)S(=O)(=O)c1ccccc1Br	-0.4	-2	-2	-5	-14	0	-14	2	-1.3
CC1C=CCC2C(=O)N(c3cccc(C(=O)NCc4ccccc4)c3)C(=O)C12 (stereo unspecified)	7.4	-6	1	-3	-3	3	-21	-4	2.3
NC(=S)Nc1cccc2cc3ccccc3cc12	1.6	-4	-3	6	13	19	-4	10	0.4
O=C(Nc1ccn(Cc2c(F)c(F)cc(F)c2F)n1)c1ccc(COc2ccccc2Cl)cc1	0.0	-5	-3	13	-9	x	14	x	1.0
Cc1cc(C)n(-c2ccc(C(=O)Nc3cccc(S(=O)(=O)N(C)C)c3)cc2)n1	13	-11	0	9	-9	13	15	34	9.8
CCOC(=O)c1c(-n2cnnn2)sc(C)c1C	0.3	-8	-5	-8	23	2	-1	5	-0.3
Other results
SMILES	CHO-K1 Ca ag	OXTR potentiate	CHRM1 agonist	CHO-K1 Ca antag	M1 PAM parental	TAAR1 ag	CHO parental Ca	TAAR1 antagonist	V1aR counter
O=C(/C=C/c1ccc(Cl)cc1)NC(=S)Nc1ccc(CN2CCOCC2)cc1	3.2	4	-9	-5	25	2	-14	-1	4.1
CSc1ccccc1C(=O)OCC(=O)Nc1ccc(N2CCOCC2)cc1	0.6	-7	-1	-2	9	2	-10	4	1.3
Cc1cccc(C(C)C)c1NC(=O)c1c(-c2ccccc2)noc1C	-0.7	-6	-4	-9	-1	-1	-9	-22	-0.7
CC(=O)Nc1ccc(C(=O)NCCN2CCOCC2)cc1	4.7	-13	-3	23	7	1	-4	-25	0.4
COc1ccc(NS(=O)(=O)c2cc(NC(=O)Cc3n[nH]c(=O)c4ccccc34)ccc2OC)cc1	-0.1	x	-7	5	-17	3	x	-10	x
CCOc1ccc(CCNC(=O)COC(=O)c2ccc3c(c2)OCCO3)cc1OCC	0.8	-3	-6	-8	-1	-1	-38	-27	-1.3
Cn1c(CC(=O)Nc2ccccc2F)nnc1SCC(=O)Nc1nncs1	0.1	0	-2	-4	-4	1	16	-13	-1.0
Cn1c(=O)c2c(ncn2CC(=O)OCC(=O)c2ccc(F)c(F)c2)n(C)c1=O	0.0	-7	-2	-8	-16	0	-5	-4	2.2
COc1cc(/C=C2\SC(=S)N(CC(=O)NC(C)(C)C)C2=O)cc(OC)c1OC	0.0	x	-3	-11	5	1	x	-13	x
COc1ccc(OC)c(C(C)NS(=O)(=O)c2cccs2)c1 (stereo unspecified)	0.9	-5	-5	4	-7	2	-9	3	1.3
CSCCC(NC(=O)c1ccccc1Br)C(=O)NCc1ccc(F)cc1 (stereo unspecified)	5.7	-3	-3	-10	13	1	-21	3	1.9
O=C(Cc1cccs1)NCc1cccc(C(F)(F)F)c1	-0.1	-14	-5	-14	5	-2	-13	6	-0.6
O=C(Nc1ccc2c(c1)OCCO2)c1ccccn1	-0.1	-12	-3	-10	-5	2	-10	6	-0.6
CC1(C)C(=O)N(OCc2ccccc2)C(C)(C)C(=O)N1OCc1ccccc1	0.2	-11	-4	-5	12	13	-19	15	1.0
CCc1ccc(C(=O)/C=C/NCc2ccc(F)cc2)cc1	0.9	-3	-8	-8	24	7	-27	-5	0.1
CCOC(=O)c1ccccc1NC(=O)C1CSC2(C)CCC(=O)N12 (stereo unspecified)	-0.2	1	-5	8	-21	0	-15	-29	-0.9
Cc1ccccc1N=C1N=C(N)c2ccccc21	6.5	-1	-5	-1	20	-1	-12	6	0.2
COc1cc(C(=O)NC(=S)NNC(=O)[C@H]2C[C@@H]2c2ccccc2)cc(OC)c1OC	0.2	-16	9	21	-22	74*	-7	-7	10
O=C(CCS(=O)(=O)c1ccc(Br)cc1)Nc1cc(F)ccc1F	0.6	-6	-6	7	11	4	-18	-8	-0.3
C=C(C)c1cccc(C(C)(C)NC(=O)N2CCN(C)CC2)c1	0.4	-18	6	-8	16	5	1	3	0.7
Cc1cc(C)c(NS(=O)(=O)c2ccc3c(c2)NC(=O)CCS3)c(C)c1	0.1	-12	5	21	-15	2	-19	-10	3.2
O=C(Cn1nc(-c2ccccc2F)ccc1=O)NCc1ccc2c(c1)OCO2	0.5	0	-4	4	10	1	-12	0	-0.3
Cc1ccc[n+](CC(=O)c2ccc(NC(=O)c3ccccc3)cc2)c1C	1.3	-14	-8	-17	22	6	-7	47	-0.6
Cn1nccc1C(=O)Nc1ccccc1C(=O)O	-0.2	3	-2	0	6	15	-3	-8	0.1
O=S1(=O)C[C@H](N2CCN(CC3CC3)CC2)[C@@H](COCc2ccccc2)N1	-0.1	x	-10	14	-7	0	x	5	x

An excerpt from above in order of molar mass, falling:
SMILES	CHO-K1 Ca ag	OXTR potentiate	CHRM1 agonist	CHO-K1 Ca antag	M1 PAM parental	TAAR1 ag	CHO parental Ca	TAAR1 antagonist	V1aR counter
Cn1c(=O)c2c(ncn2CC(=O)OCC(=O)c2ccc(F)c(F)c2)n(C)c1=O	0.0	-7	-2	-8	-16	0	-5	-4	2.2
CSc1ccccc1C(=O)OCC(=O)Nc1ccc(N2CCOCC2)cc1	0.6	-7	-1	-2	9	2	-10	4	1.3
COc1ccc(OC)c(C(C)NS(=O)(=O)c2cccs2)c1 (stereo unspecified)	0.9	-5	-5	4	-7	2	-9	3	1.3

Further results.
SMILES	CHO-K1 Ca ag	OXTR potentiate	CHRM1 agonist	CHO-K1 Ca antag	M1 PAM parental	TAAR1 ag	CHO parental Ca	TAAR1 antagonist	V1aR counter
Cc1cccc(C)c1C(O)c1ncc(-c2ccccc2Cl)[nH]1 (stereo unspecified)	0.4	x	-7	3	6	1	x	-12	x
COc1ccc2[nH]c(C(=O)N3CCN(C)CC3)c(C)c2c1	0.7	x	-3	-8	9	4	x	-22	x
Cc1cccc(C)c1NC(=O)CN1C(=O)S/C(=C\c2cccn2-c2cccc(C(=O)O)c2)C1=O	3.3	2	-1	-12	19	16	0	-4	0.5
O=C1c2ccccc2C(c2nnnn2-c2ccc3c(c2)OCCO3)N1CCc1ccc(O)cc1 (stereo unspecified)	2.5	x	x	-11	-1	6	x	6	x
O=C(N/N=C\c1ccc(Sc2ccccn2)o1)c1cccc(Br)c1	3.7	-18	1	1	6	17	-8	18	5.1
COc1ccc(C(CC(=O)NCc2ccccc2)C(C)C)cc1 (stereo unspecified)	1.0	-6	-7	-2	-3	2	-18	-21	-2.4
CN(C)C(CNC(=O)c1oc2ccccc2c1CSc1ncn[nH]1)c1ccco1 (stereo unspecified)	1.2	-12	-8	-15	12	0	3	-5	-0.6
COC(=O)c1cc(Br)cn1S(=O)(=O)c1ccccc1	-0.6	-9	-7	-14	-4	5	-10	-18	-1.3
CSc1nnc(-c2ccc(Cl)cc2Cl)o1	0.2	1	-4	-12	20	20	-9	-11	-0.9
O=C(OCc1nc2ccccc2s1)c1cccs1	0.2	1	-3	1	15	5	6	-2	-1.2
CCOC(=O)c1c(C)[nH]c(N=Nc2ccc(C)cc2)c1C	-0.3	-9	-8	-22	18	0	-37	-18	-0.4
Cc1cc(N2CCN(C(c3ccccc3)c3ccccc3)CC2)n2ncnc2n1	2.9	-10	-1	-5	6	21	-7	35	0.9
CN(/N=C/c1ccncc1)c1cnn(-c2ccc(F)c(Cl)c2)c(=O)c1Cl	0.6	3	-7	-5	25	10	3	10	-0.4
O=C1NC(=Nc2ccccc2Br)SC1(CO)CO	4.5	-3	-1	16	-2	5	-9	-6	-0.1
COc1cccc(-c2ccc(NC(=O)C3CCCN(Cc4cccc(C)n4)C3)cc2)c1 (stereo unspecified)	2.9	x	-5	-2	9	8	x	29	x
Clc1ccc(-c2nsc(N3CCOCC3)n2)c(Cl)c1	2.5	-9	-4	-10	4	-1	-8	3	4.5
